Assay outcomes as filed in PubChem BioAssay.
PMI inhibition = human PMI inhibitors, high substrate, primary screen, biochemical, fluorescence intensity, high mannose 6-phosphate (AID 1220); Mannose-6-phosphate isomerase (Homo sapiens); recombinant PMI enzyme, coupled fluorescence intensity; higher % means a stronger effect; inhibition, % at 20 µM; hits with a dose series show IC50 in µM; 0.66% of 190,000 active
XIAP antagonists = XIAP antagonists, biochemical, IAP family, fluorescence polarization (AID 1018). E3 ubiquitin-protein ligase XIAP (Homo sapiens). XIAP BIR domain, fluorescence polarization peptide displacement; higher % means a stronger effect. displacement, % at 20 µM; hits with a dose series show IC50 in µM. 0.007% of 200,000 active; in the data active = displacement above about 50%; note: a part of the inactive calls stands beside numbers as strong as those of hits
WT yeast gro inh = growth inhibition of WT strain, primary screen, mitochondrial fusion inhibitor project, WT and mutant strains, chemical genetic; mitochondrial fusion phenotypic screen; inhibition, % at 10 µM; 2.1% of 190,000 active; in the data active = inhibition above about 58%; tested in S. cerevisiae
P. falciparum M1AAP = P. falciparum M1AAP inhibitors, biochemical, fluorogenic H-Leu-NHMec substrate, 1536-well (AID 1445) | 0.42% of 220,000 active | recombinant M1AAP, H-Leu-NHMec fluorogenic kinetic assay; higher % means a stronger effect | one-dose inhibition, % at 30 µM; IC50 in µM for titrated hits;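 active = primary inhibition above the hit cutoff, then over 50% inhibition at one or more dose response concentrations, cut at about 23% in these data, passing the limit was not always enough; inconclusive = conflicting primary data, or primary hits not chosen for dose response; inactive = low primary inhibition, or under 50% at every dose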;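 note: plate controls were DMSO full reaction for no effect and no enzyme background for full effect; strong numbers were not always called active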
Yfh1-depleted yeast = enhancers of respiration in Yfh1-depleted yeast, dose response, Friedreich's ataxia, plus single-dose screen (AID 1465). one-dose fold induction at 50 µM; EC50 in µM for titrated hits. 0.074% of 220,000 active. S. cerevisiae Yfh1-off respiration, WST-1 reduction, 72 h; higher fold induction means a stronger effect;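 active = fold induction of absorbance versus untreated yeast above a set limit, then at least 30% activation at any dose in follow-up; inconclusive = repeats straddling the limit, or above it without dose testing; inactive = fold induction below the set limit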;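 note: activators that raise dye reduction in frataxin-depleted yeast; strong numbers were not always called active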
LYP phosphatase = inhibitors of LYP phosphatase, biochemical, fluorescence intensity, uHTS (AID 1779); Tyrosine-protein phosphatase non-receptor type 22 (Homo sapiens); recombinant LYP phosphatase, fluorescence intensity; higher % means a stronger effect; one-dose inhibition, % at 11.5 µM; IC50 in µM for titrated hits; 0.054% of 290,000 active;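 note: plate controls were vehicle with enzyme for no effect and no enzyme for full effect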
PMI inhibitors = inhibitors of human PMI, primary screen, biochemical, fluorescence intensity, coupled assay (AID 1209). Mannose-6-phosphate isomerase (Homo sapiens). purified PMI enzyme, coupled fluorescence intensity; higher % means a stronger effect. inhibition, % at 20 µM; hits with a dose series show IC50 in µM. 0.42% of 190,000 active;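 note: plate controls were DMSO vehicle for no effect and wells lacking substrate for full effect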
M17LAP inhibition = P. falciparum M17LAP inhibitors, primary screen, biochemical, fluorogenic H-Leu-NHMec substrate, 1536-well (AID 1619) | recombinant M17LAP, H-Leu-NHMec fluorogenic kinetic assay; higher % means a stronger effect | inhibition, % at 30 µM, or IC50 in µM where a hit was titrated | 0.38% of 220,000 active;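 active = compound inhibiting the enzyme by more than half at any dose during confirmatory dose-response retesting; inconclusive = strong single-dose inhibitors picked by rank but not retested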;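 note: plate controls were full reaction with DMSO carrier for no effect and no enzyme background for full effect; strong numbers were not always called active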
TNAP activation fold = human TNAP enzyme activators, primary screen, biochemical, luminescent, no phosphate acceptor, uHTS (AID 1001); Alkaline phosphatase, tissue-nonspecific isozyme (Homo sapiens); purified TNAP, luminescent activation assay, no phosphate acceptor; higher activation fold means a stronger effect; one-dose activation fold at 20 µM; EC50 in µM for titrated hits; 0.03% of 200,000 active; in the data active = activation fold from about 3, or a potency from the dose series; inactive = the rest, 99 in 100 with activation fold below about 1.6; note: many of its hits are not listed in these tables
WT yeast gro inh mutant strain = second read-out of WT yeast gro inh, no call of its own (marks repeat the call); inhibition, %; mitochondrial fusion phenotypic screen, mutant strain inhibition
Active calls of the source: *; i = inactive; ? = inconclusive; . = not tested or not shown. Cut-off read from the data, not from the text of the source, unless noted: active = inhibition above about 50%; inactive = the rest.

1) Cc1cc(Cl)c2cc3ccccc3cc2n1
2) O=C(NCc1ccccc1)C1CCN(S(=O)(=O)c2ccc(Cl)cc2)CC1
3) Cc1ccc(/C=N/NC(=S)N2CCOCC2)cc1
4) CCCCNCc1cc(OCC)c(OCC)cc1Br
5) COc1ccc(S(=O)(=O)N2CCC(C(=O)N3CCc4ccccc4C3)CC2)cc1OC
6) C=C(C)CSc1nnc([C@@H]2CCCN2)o1
7) COc1ccc(OC)c(NC(=O)CSc2nc(C)cs2)c1
8) O=C(CCN1CCN(CC(=O)Nc2ccccc2F)CC1)Nc1ccccc1F

Assay by compound	1	2	3	4	5	6	7	8
PMI inhibition	.	4%	8%	4%	20%	.	6%	-2%
XIAP antagonists	.	-4.7%	-0.4%	-4.7%	-0.3%	.	-0.6%	-6.1%
WT yeast gro inh	.	-2	17	-11	0	.	1	-17
WT yeast gro inh mutant strain	.	-18	-4	-1	2	.	0	9
P. falciparum M1AAP	1%	30%	-8%	6%	3%	5%	-3%	10%
Yfh1-depleted yeast	i	i	i	i	i	i	i	i
LYP phosphatase	-6%	-6%	1%	-8%	-3%	-12%	0%	-8%
PMI inhibitors	.	0%	7%	2%	8%	.	2%	-6%
M17LAP inhibition	-1%	5%	7%	-6%	-3%	0%	4%	0%
TNAP activation fold	.	1.1	1.4	1.1	1.2	.	1.2	1.1

9) Cc1ccc2cccc(S(=O)(=O)Nc3ccc4c(c3)OCO4)c2n1
10) CC(C)Cc1nc2ccccc2[nH]1
11) Cc1nn(C)c(Cl)c1C(=O)NC(C(=O)O)c1ccccc1 (stereo not given)
12) CC(=O)NCCn1c(SCc2ccccc2C)nc2ccccc2c1=O
13) Cc1cccc(NC(=O)CNc2cc(C)ccc2C)c1
14) COc1ccc(N2CCN(C(=O)c3cccnc3)CC2)c([N+](=O)[O-])c1
15) COc1ccc(N=C2SCC(=O)N2Cc2ccccc2)cc1
16) CCOC(=O)C1CCCN(C(=O)c2cc3cc(Br)ccc3oc2=O)C1 (stereo not given)

Assay by compound	9	10	11	12	13	14	15	16
PMI inhibition	12%	.	4%	-4%	4%	-5%	-5%	-14%
XIAP antagonists	-1.5%	.	0.3%	2.0%	-3.2%	-15%	-1.8%	-8.7%
WT yeast gro inh	-9	.	1	6	7	-5	28	-15
WT yeast gro inh mutant strain	-6	.	4	10	-8	6	14	-55
P. falciparum M1AAP	2%	-1%	2%	3%	1%	3%	-1%	?
Yfh1-depleted yeast	i	i	i	i	i	i	i	i
LYP phosphatase	1%	-4%	-7%	0%	-3%	-4%	-2%	-5%
PMI inhibitors	16%	.	5%	-3%	10%	-2%	-11%	-15%
M17LAP inhibition	1%	12%	0%	1%	6%	2%	-2%	13%
TNAP activation fold	1.1	.	1	1.1	1	1	1.2	1.1

17) COc1ccc(NC(=O)C2CCCN2C(=O)OCc2ccccc2)c(OC)c1 (stereo not given)
18) CCn1c(O)c(N=NC(=O)CNc2cccc(C)c2)c2ccccc21
19) COc1ccc(C(=O)CSc2nnc(-c3cccs3)n2-c2ccccc2)cc1
20) COC(=O)c1ccc(/C=N\NC(=O)CC(=O)NCCc2ccccc2)cc1
21) CCOC(=O)c1sc(Nc2nc(C)cc(C)n2)nc1C
22) Oc1cccc(C(O)CNCc2ccc(OCc3ccc(Cl)cc3Cl)cc2)c1 (stereo not given)
23) CCOCCCn1c(=S)[nH]c2cc(C(=O)NCCN(CC)CC)ccc2c1=O
24) CC1(C)NC(=O)N(CCCOc2ccccc2Br)C1=O

Assay by compound	17	18	19	20	21	22	23	24
PMI inhibition	10%	14%	9%	12%	.	1%	5%	-8%
XIAP antagonists	-5.9%	-2.0%	-21%	13%	.	-7.0%	-3.0%	0.6%
WT yeast gro inh	5	2	-26	-6	.	88*	5	-48
WT yeast gro inh mutant strain	-3	3	-16	10	.	30*	20	-39
P. falciparum M1AAP	-7%	9%	2%	4%	1%	5%	3%	13%
Yfh1-depleted yeast	i	i	i	i	i	i	i	i
LYP phosphatase	-1%	2%	-4%	-3%	-2%	-11%	-8%	-10%
PMI inhibitors	10%	17%	14%	4%	.	-7%	0%	-12%
M17LAP inhibition	-6%	2%	-8%	-1%	-6%	4%	5%	4%
TNAP activation fold	1.1	0.9	1	1.1	.	1.1	1.1	1.1

Copied from the entries so far for reference:
17) COc1ccc(NC(=O)C2CCCN2C(=O)OCc2ccccc2)c(OC)c1 (stereo not given)
18) CCn1c(O)c(N=NC(=O)CNc2cccc(C)c2)c2ccccc21
19) COc1ccc(C(=O)CSc2nnc(-c3cccs3)n2-c2ccccc2)cc1

Assay by compound	17	18	19
PMI inhibition	10%	14%	9%
XIAP antagonists	-5.9%	-2.0%	-21%
WT yeast gro inh	5	2	-26
WT yeast gro inh mutant strain	-3	3	-16
P. falciparum M1AAP	-7%	9%	2%
Yfh1-depleted yeast	i	i	i
LYP phosphatase	-1%	2%	-4%
PMI inhibitors	10%	17%	14%
M17LAP inhibition	-6%	2%	-8%
TNAP activation fold	1.1	0.9	1

Further structures.
25) O=c1c(CO)cc(CO)cc(CO)c1O
26) O=C1/C(=C/c2ccc(O)c(O)c2)SC(=S)N1Nc1ccccc1
27) CCc1ccc(/C=N/Nc2nn[nH]n2)cc1
28) Clc1ccc(-c2n[nH]c3c2CCC3)c(Cl)c1
29) O=S(=O)(Nc1nc2ccccc2nc1NCC1CCCO1)c1ccc(F)cc1 (stereo not given)
30) CC1(C)CC(NC(=S)NCc2ccc3c(c2)OCO3)CC(C)(C)N1
31) COc1ccccc1NC(=O)CN1CCN(c2ccccc2)CC1
32) CCOC(=O)N1CCN(C(=O)C2CCN(Cc3cccc(OCc4ccccc4)c3)CC2)CC1

Assay by compound	25	26	27	28	29	30	31	32
PMI inhibition	.	17%	-85%	8%	.	-1%	10%	-6%
XIAP antagonists	.	-24%	-4.1%	-2.3%	.	-1.2%	-6.0%	-13%
WT yeast gro inh	.	7	-2	68*	.	1	-6	-11
WT yeast gro inh mutant strain	.	14	0	59*	.	4	7	-1
P. falciparum M1AAP	-4%	29%	15%	-1%	0%	2%	2%	4%
Yfh1-depleted yeast	i	i	i	i	i	i	i	i
LYP phosphatase	3%	0%	-5%	-6%	-14%	-6%	-4%	-2%
PMI inhibitors	.	49%	-54%	11%	.	0%	10%	-2%
M17LAP inhibition	4%	28%	29%	12%	-10%	4%	-5%	3%
TNAP activation fold	.	0.1	1.1	0.5	.	1.2	1	1

33) O=S(=O)(Nc1cc2nc3ccccc3nc2n1Cc1ccccc1)c1ccc(Cl)cc1
34) CCOc1cc(CNc2ccc(O)cc2)ccc1OCc1ccc(Cl)cc1Cl
35) Cc1ccnc(NS(=O)(=O)c2cccc3nsnc23)c1
36) Cc1ccc(S(=O)(=O)NC2=NCN(Cc3cccnc3)CN2)cc1
37) Cc1ccc([N+](=O)[O-])cc1NC(=S)NC(=O)c1ccco1
38) COc1cccc(N(C(=O)CCl)C(C(=O)NCCc2ccccc2)c2cccs2)c1 (stereo not given)
39) O=C(CCCn1cnc([N+](=O)[O-])n1)Nc1cc(Cl)ccc1O
40) COc1ccccc1-c1nc(-c2cccc(C)c2)no1

Assay by compound	33	34	35	36	37	38	39	40
PMI inhibition	-21%	33%	3%	-2%	5%	0%	12%	-1%
XIAP antagonists	-9.2%	-2.5%	0.3%	-1.8%	-3.3%	-4.3%	0.9%	-2.6%
WT yeast gro inh	-5	18	-6	-15	-6	4	-11	29
WT yeast gro inh mutant strain	-16	31	-25	-16	-4	2	10	-10
P. falciparum M1AAP	12%	5%	9%	2%	2%	2%	5%	-2%
Yfh1-depleted yeast	i	i	i	i	i	i	i	i
LYP phosphatase	20%	-4%	-8%	4%	-1%	-2%	-2%	-5%
PMI inhibitors	-47%	.	-10%	-1%	-1%	-7%	0%	8%
M17LAP inhibition	4%	4%	-4%	11%	7%	-6%	-1%	-10%
TNAP activation fold	1.4	1.1	1	1	1.1	1.1	1	1.1

41) Cc1cc(=O)n2c(nc3ccccc32)[nH]1
42) O=C(c1ccncc1)N1CCN(C2CCCCC2)CC1
43) O=C(Nc1cccc(C2OCCCO2)c1)c1cccs1
44) CCOc1ccccc1NC(=S)NC(=O)CCCOc1ccc(Cl)cc1Cl
45) Cc1nnc(C)n1/N=C/c1cccnc1
46) CCCOc1ccc(C(=O)N2CC3(CC(c4cccc(NC(=O)[C@@H]5CCC(=O)N5)c4)=NO3)C[C@H]2C(=O)NC2(C(N)=O)CC2)cc1 (stereo not given in full)
47) CC(=O)Nc1sc2c(c1C#N)CCCC2
48) CCCC(=O)Nc1ccc(S(=O)(=O)N2CCCC2)cc1

Assay by compound	41	42	43	44	45	46	47	48
PMI inhibition	-1%	-4%	-5%	10%	-3%	-8%	16%	-16%
XIAP antagonists	-0.8%	-7.3%	-5.8%	-2.7%	-6.0%	-2.8%	-0.6%	-4.0%
WT yeast gro inh	9	-6	-9	37	-6	4	-11	-18
WT yeast gro inh mutant strain	14	-1	-19	32	-5	1	0	-5
P. falciparum M1AAP	-7%	5%	2%	9%	7%	10%	6%	6%
Yfh1-depleted yeast	i	i	i	i	i	i	i	i
LYP phosphatase	-4%	-14%	-6%	8%	-4%	-11%	0%	-5%
PMI inhibitors	-3%	0%	-11%	18%	3%	-9%	19%	-16%
M17LAP inhibition	-14%	1%	-1%	11%	10%	-7%	-9%	1%
TNAP activation fold	0.8	1.1	1	1.1	1.1	1.2	1.1	1

49) [O-][N+]12CCN(CC1)c1ccccc12
50) Cn1c(CN2CCCC2)nc2cc(NC(=O)COc3ccc(Cl)cc3)ccc21
51) O=C(CSc1nc2cc(Cl)ccc2s1)NC(=O)NCc1ccco1
52) Cc1ccc(NC2=Nc3ccccc3CS2)cc1

Assay by compound	49	50	51	52
PMI inhibition	-9%	1%	-12%	5%
XIAP antagonists	-1.0%	0.4%	-3.4%	-2.3%
WT yeast gro inh	-3	-5	9	17
WT yeast gro inh mutant strain	5	-4	14	10
P. falciparum M1AAP	-2%	-1%	-1%	1%
Yfh1-depleted yeast	i	i	i	i
LYP phosphatase	-11%	-1%	-5%	-7%
PMI inhibitors	-7%	4%	-20%	11%
M17LAP inhibition	-4%	3%	0%	2%
TNAP activation fold	1.1	1.1	1	1

Ordered by length of the SMILES (lowest first): 3 of the compounds above.
52) Cc1ccc(NC2=Nc3ccccc3CS2)cc1
48) CCCC(=O)Nc1ccc(S(=O)(=O)N2CCCC2)cc1
51) O=C(CSc1nc2cc(Cl)ccc2s1)NC(=O)NCc1ccco1

Assay by compound	52	48	51
PMI inhibition	5%	-16%	-12%
XIAP antagonists	-2.3%	-4.0%	-3.4%
WT yeast gro inh	17	-18	9
WT yeast gro inh mutant strain	10	-5	14
P. falciparum M1AAP	1%	6%	-1%
Yfh1-depleted yeast	i	i	i
LYP phosphatase	-7%	-5%	-5%
PMI inhibitors	11%	-16%	-20%
M17LAP inhibition	2%	1%	0%
TNAP activation fold	1	1	1
